# mcGAS inh: blocks mouse cGAS activity. Q8C6L5. recombinant cGAS, Kinase-Glo ATP depletion luminescence. inhibition, % at 12.5 µM. 0.15% of 160,000 active;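 note: 0% = negative control wells and 100% = reference inhibitor with no enzyme activity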
# NPYLR7 agonist: mosquito NPYLR7 agonism | HEK293T NPYLR7/Galpha15, GCaMP6s calcium fluorescence | 0.15% of 270,000 active | activation, % at 10 µM | AID 1259423; in the data active = activation above about 40%;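 note: 0% = vehicle and 100% = reference agonist at the receptor; some compounds past the cut are filed as inactive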
# hcGAS inh: blocks human cGAS activity; inhibition, % at 12.5 µM; recombinant h-cGAS, ATP depletion, Kinase-Glo luminescence; Q8N884; 0.081% of 290,000 active;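 note: 0% = vehicle reaction and 100% = reaction without DNA for no activity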
# Target sequence (Q8N884 whole entry, looked up): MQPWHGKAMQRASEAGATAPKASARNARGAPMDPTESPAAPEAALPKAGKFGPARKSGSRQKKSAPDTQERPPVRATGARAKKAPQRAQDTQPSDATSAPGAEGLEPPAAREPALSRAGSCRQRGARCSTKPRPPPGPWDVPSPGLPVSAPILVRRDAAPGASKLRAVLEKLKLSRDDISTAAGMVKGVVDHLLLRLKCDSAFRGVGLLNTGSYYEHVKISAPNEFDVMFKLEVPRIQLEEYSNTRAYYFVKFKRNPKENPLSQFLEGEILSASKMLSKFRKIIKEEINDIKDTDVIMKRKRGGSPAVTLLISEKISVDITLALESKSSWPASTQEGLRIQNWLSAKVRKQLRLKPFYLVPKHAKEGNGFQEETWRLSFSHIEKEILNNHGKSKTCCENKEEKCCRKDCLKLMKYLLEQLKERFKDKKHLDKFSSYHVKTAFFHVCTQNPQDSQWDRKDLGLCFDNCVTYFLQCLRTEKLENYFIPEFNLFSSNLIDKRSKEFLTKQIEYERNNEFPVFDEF
# * hit, by the source's call; / = no result given; & = joins results of further samples. Cut-off read from the data, not from the text of the source, unless noted: active = inhibition above about 40%; inactive = the rest.
SMILES,mcGAS inh,NPYLR7 agonist,hcGAS inh
Cc1ccc(F)cc1NC(=O)CSc1ccc(Br)cc1C,/,-7,1
Cc1ccc(Nc2nc(Nc3cccc(F)c3)nc3nccnc23)c(C)c1,/,52*,-6
CN(Cc1ccn(C)c(=O)c1)CC(c1cccs1)N1CCOCC1 (stereo not given),/,-1,-8
O=C(CCC1CCCN(C2CCN(c3ccccc3)CC2)C1)NCc1ccccc1Cl (stereo not given),-1,-1,1
COc1nc(-c2ccc3c(c2)OCO3)n(-c2ccc(NC(=O)c3ccc(C(F)(F)F)cc3)cc2)n1,-4,20,-5
Cc1cc(C)n2c(NCc3ccccc3)c(-c3ccc(Cl)cc3)nc2c1,-9,-4,-7
Cc1cn2c3c(=O)n(Cc4ccccc4)c(=O)n(C)c3nc2n1CCN1CCOCC1,/,23,-5
CC(NCc1cnn(C)c1)c1ccccc1Cl (stereo not given),-9,6,-10
COc1ccc(Cl)c2sc(N3CCN(C(=O)CS(=O)(=O)c4ccc(F)cc4)CC3)nc12,/,9,-5
CCCn1ccnc1SC(C(N)=O)c1ccccc1 (stereo not given),/,4,-5
CN1CCN(CC(O)COCc2ccc3c(c2)OCO3)CC1 (stereo not given),-4,0,-6
CCN(CC)CCOCCOC(=O)N1CCC2(CC1)CC(=O)c1cc(F)ccc1O2,-2,13,5
COc1ccccc1-n1c(-c2ccc(Cl)cc2)cc(C(=O)N2CCC(C(N)=O)CC2)c1C,-3,/,-5
Cc1nn(CC(C)C)c(N(C)C)c1CNCc1ccc(C(C)O)cc1 (stereo not given),/,-2,-2
O=C(Nc1nnc(-c2cc(Cl)sc2Cl)o1)C1CC1,/,5,-5
Cc1c(C(=O)NCc2ccc(Cl)c(Cl)c2)sc(=O)n1CCc1ccccc1,/,11,-3
CNC(=O)CN(Cc1ncc(Cl)n1C)c1ccccc1C,-1,0&-3,-1&5
Fc1ccc(CNCc2ccsc2)cc1,/,-10,0
COC(=O)c1ccc(CSc2nnc3n(N)cnn23)cc1,/,4,-4
CCOC(=O)C1(CCOc2ccccc2)CCN(S(=O)(=O)c2c(C)noc2C)CC1,-3,7&6,-9&-3
Cn1c2c(c(=O)n(C)c1=O)C(c1cc([N+](=O)[O-])ccc1O)C1C(=O)c3ccccc3C1=N2 (stereo not given),/,-7,-6
O=C1CC(CNc2nnc(C3CC3)s2)c2ccccc2N1 (stereo not given),/,-1,0
CS(=O)(=O)NCc1ccnc(N2CCN(c3ccc(F)cc3)CC2)c1,/,4,-2
C[C@@H]1[C@H]2C[C@@H](C[C@H]1NC(=O)c1ccc(-n3nc(-c4ccc(Cl)cc4)cc3N)cc1)C2(C)C,-4,17,-1
CC(OC(=O)CCc1nc2ccccc2o1)C(=O)NC(C)(C)C (stereo not given),/,11,-13
O=C(CSc1nc(=O)n(CC2CCCO2)c2c1CCC2)Nc1ccccc1 (stereo not given),-6,-6,-5
c1cnc(CCNc2ccc(-c3nc(C4CC4)no3)cn2)cn1,/,10,-6
C=c1cc(C)n(CC(=O)Nc2cc(C)ccc2C)c(=O)c1=C1N=C(c2ccc(OC)cc2)NO1,-9,-2,-5
Cc1cc(C)n(CC(=O)NCc2ccccc2Cl)c(=O)c1C#N,-9,5,-7
Cn1nnnc1SCC(=O)NC1CCCC1,-7,2,-9
Cc1cc(CN2CCCC(CO)(Cc3cccc(Cl)c3)C2)n[nH]1 (stereo not given),-3,9,-6
NC(=O)c1cc(-c2csc(CN3CCOC3=O)n2)ccc1O,/,-2,-1
CCOc1ccc(OCCCOc2ccccc2)cc1,/,-5,-6
CCCCN(Cc1cccn1Cc1ccc(Br)cc1)C(=O)CN(CCC(C)C)C(=O)c1cccs1,-4,/,-5
CCO/C=C(\C(=O)OCC)c1cc(=O)[nH]c(=O)[nH]1,/,4,-3
O=C(NCCn1cccn1)c1cc(Cn2ccc3ccccc32)[nH]n1,/,1,-2
Cc1ccc(CN(Cc2ccc(C(O)(c3cccs3)c3cccs3)o2)C(C)C)o1,-3,7,-3
C=CCNC(=O)CNC(=O)C1CC1(c1ccccc1)c1ccccc1 (stereo not given),-5,-8,-3
COc1ccc(CCOC(=O)[C@@H]2CCCN2C(=O)c2ccoc2)cc1OC,-3,-6,-2
OCCC1CN(Cc2cccc3cnccc23)CCN1Cc1ccsc1 (stereo not given),/,11,-9
COCCN(CC(=O)N(Cc1cccn1Cc1ccccc1Cl)CC(C)C)C(=O)C(C)(C)CCl,-4,-14,-5
O=C(CCN(c1nc(C2CC2)nc2ccccc12)C1CC1)NC1CC1,0,-3,2
C=CCn1c(SCc2ccc(C(=O)Nc3ccc4c(c3)OCO4)cc2)nnc1-c1ccccc1Cl,-7,4,-13
COc1cccc(-c2cc(C(=O)NCc3ccc(F)cc3)n3nc(C(C)(C)C)cc3n2)c1,-9&-4,6&13,-5&0
O=C1CC(C(=O)O)C(C(=O)O)O1 (stereo not given),/,-3,10

# Full records, looked up by structure. Screens in order: mcGAS inh	NPYLR7 agonist	hcGAS inh
# COc1ccc(CCOC(=O)[C@@H]2CCCN2C(=O)c2ccoc2)cc1OC as listed: -3	-6	-2
# O=C(NCCn1cccn1)c1cc(Cn2ccc3ccccc32)[nH]n1 as listed: /	1	-2
# O=C1CC(C(=O)O)C(C(=O)O)O1 (stereo not given) as listed: /	-3	10
# NC(=O)c1cc(-c2csc(CN3CCOC3=O)n2)ccc1O as listed: /	-2	-1
# CCOc1ccc(OCCCOc2ccccc2)cc1 as listed: /	-5	-6

# The listing continues:
SMILES,mcGAS inh,NPYLR7 agonist,hcGAS inh
CC(=O)NC(C)(C)c1noc(CC2CCCc3ccccc32)n1 (stereo not given),/,-21,-6
CCN(CC1CCN(CCc2ccccc2C)CC1)C(=O)c1csc(C)n1,/,7,-11
Cc1nn(-c2ccc(F)cc2)c(C)c1CNC(C)Cn1cncn1 (stereo not given),/,3,-7
COc1ccccc1C=C1C(=O)N(c2ccccc2)C(=S)N(c2ccccc2)C1=O,-3,-5,-3
Cc1ccc(CC(NC(=O)c2sc3ccccc3c2Cl)c2ccccc2)cc1 (stereo not given),-5,-10,-6
O=C(CCSc1ccc(F)c(F)c1)N1CCN(S(=O)(=O)c2ccccc2)CC1,-9,2,-6
O=C(CC(c1ccccc1C(F)(F)F)c1c[nH]c2ccccc12)N1CCN(c2cccc(Cl)c2)CC1 (stereo not given),-7,/,-7
COCCNC(=O)CN1CN(c2ccccc2)C2(CCN(C(=O)c3ccc(Cl)c(Cl)c3)CC2)C1=O,-6,7,-4
CCOC(=O)Cc1c(C)nc2ncnn2c1N1CCN(Cc2cccnc2)CC1,-5,/,-3
Cc1ccccc1C1CCN(CCn2ccnc2-c2nc[nH]c2C)C1 (stereo not given),-3,-2,0
Cc1cc2nc(-c3ccccc3)c(N3CCCN(C(=O)C(F)(F)C(F)(F)C(F)(F)F)CC3)nc2cc1C,-4,4,-4
Cc1ccc2nc(N3CCN(C(=O)c4cc(C)no4)CC3)sc2c1,-6,0,-4
O=C(CSc1ccccn1)N1CC(=O)N(C2CCCCC2)CC(OCc2cccnc2)C1 (stereo not given),-14,1,-2
CCC1=C(C(=O)OC)C(c2cccs2)N2C(CC(=O)O)=CSC2=N1 (stereo not given),/,28,-4
C#CCSc1nc(N)c2c(C)c(C)sc2n1,-4,0,-4
COc1cccc(NC(=O)C2(C)CCN2C(=O)CC2CCCC2)c1 (stereo not given),/,5,0
CCC(=O)Nc1cc(Cl)ccc1C(=O)N1C[C@H](OC(C)C)[C@@H](O)C1,/,9,-4
COc1ccc(C2=NN(C(=O)CN3CCOCC3)C(c3cc(OC)ccc3OC)C2)cc1 (stereo not given),-4,2,-3
O=C(Nc1ccc2c(c1)OCCCO2)C1CC(c2cccc(F)c2)=NO1 (stereo not given),/,-1,0
Cc1nc2c(OCCn3cccc3)cccn2c1N(C)C(=O)CCC1CCCC1,-1,3,-2
CC(C)c1ccc(S(=O)(=O)NCc2ccc3c(c2)OCO3)cc1,/,-3,-7
Cc1ccoc1C(=O)N(CCN1CCCCCC1)C(C)C,-11,4,-7
CCOC(=O)C1=C(C)N=c2s/c(=C/c3ccc(OC)c(OC)c3)c(=O)n2C1c1ccc(Cl)cc1 (stereo not given),-2,-6,-1
CCCN(C/C=C/I)C1CCc2cccc(O)c2C1 (stereo not given),/,3,-4
COc1ccccc1C1(CNC(=O)C(=O)Nc2ccc(N3CCCS3(=O)=O)cc2)CCOCC1,/,0,-9
O=C(CCc1ccc(O)cc1)c1c(O)cc(O)cc1O,-4,-8&4,17&5
Cn1cnnc1Sc1ccc(NS(=O)(=O)N2CCc3ccccc3C2)cc1,/,5,-7
COc1cccc(/C=C2N=C(/C=C/c3ccc(Cl)cc3Cl)OC\2=O)c1,-3,28,-2
COC(=O)c1[nH]c(C)cc1NC(=O)C1C2CCCCC21 (stereo not given),/,14,-9
COc1ccc(C(=O)O)cc1-c1cccc2ccnn12,-13,3,-8
COc1ccc(Cn2c(C)cc(O)c(C(c3cccnc3)N3CCN(c4ccccc4)CC3)c2=O)cc1 (stereo not given),/,12,-6
N=C(N)c1ccc(OCCCCCOc2ccc(C(N)=O)cc2)cc1,0,5,-6
COC(=O)CN1CCN(c2nc3c(c(=O)[nH]c(=O)n3C)n2Cc2ccc(Br)cc2)CC1,-7,-1,-4
CC(C)C(=O)Nc1ccc([N+](=O)[O-])c(C(F)(F)F)c1,-6&0,-8&-12&-4&-6,0&1&-4&-3&4
NC(=O)c1cc2c(s1)CCN(C(=O)c1ccc(CC3CCCNC3)cc1)C2 (stereo not given),-13,7,-5
NC(=O)C(Nc1ccc(Cl)cc1)c1ccc(F)cc1 (stereo not given),/,-6,0
O=C(Nc1cccc(-c2nc3ncccc3o2)c1)c1cccs1,-3,-2,1
COc1cccc(C(=O)N(Cc2cccnc2)Cc2nccn2Cc2ccccc2C)c1,-5,10,-4
Fc1ccccc1CNCC1(c2ccnc(-c3ccc(Cl)cc3)c2)CC1,-8,4,-10
CCCCCn1c(N2CCN(Cc3c(Cl)cccc3Cl)CC2)nc2c1c(=O)[nH]c(=O)n2C,/,15,-4
CNC(=O)CC(C)N(C)C(=O)Cc1nc(C)sc1C (stereo not given),/,12,-5
CN1CCC(N(C)c2nc(CCN)nc3ccccc23)C1 (stereo not given),/,-7,23
CCOC(=O)c1ccc(NC(=O)CC2CSc3nc4[nH]ncc4c(=O)n32)cc1 (stereo not given),/,0,-3
COCc1cc(CNC(=O)c2cn(-c3ccccc3)nn2)[nH]n1,/,-3,-3
Cc1ccc(S(=O)(=O)NCc2ccc3c(c2)OCCO3)cc1C,/,5,-9
Clc1ccc(C2CN(CCCn3ccnc3)CCO2)cc1 (stereo not given),/,10,-6
O=C(CCc1nc2ccccc2[nH]1)N1CCc2c(ncnc2N2CCOCC2)C1,/,9,-6
CCN1CCN(c2ccc(NC(=O)c3sccc3C)c(C)c2)CC1,/,3,-9
O=C(c1ccccc1F)N(Cc1nccn1Cc1cccc(Cl)c1)C1CCCCC1,-8,3,-3
Cc1ccc(S(=O)(=O)NC(=O)C2(C)CCN2C(=O)COc2ccc(Cl)cc2)cc1 (stereo not given),/,3,-7
O=C(Cn1ccc([N+](=O)[O-])n1)N1CCc2ccccc21,/,-3,-5
CCOCCn1nc(C)cc1C(=O)N1CC(C)(C)[C@@](C)(O)C1,-7,/,-9
CCn1c(C2CCCN(Cc3cc(-c4ccccc4)no3)C2)nn(C)c1=O (stereo not given),-17,-9,-6
COc1cccc(-n2cc(CN(C)Cc3cccc4nccnc34)cn2)c1,/,4,-4
Cc1cccc(C(=O)NC(C(=O)N2CCOCC2)C2CCN(C(=O)c3ccc(C(F)(F)F)cc3)CC2)c1 (stereo not given),-3,-1,-4
CCCn1cnc2c1CN(C(=O)COc1ccccc1)[C@H](C(=O)OC)C2,-1,-8,1
O=C1NCCCCC1Sc1n[nH]c(C2CC2)n1 (stereo not given),/,-1,-11
CCCC(=O)NCC1CCCN(C(=O)c2cccc(C)c2C)C1 (stereo not given),-5,4,-11
c1ccc2oc(SCc3cn4ccccc4n3)nc2c1,/,9,-8
COc1cc2c(cc1OC)C(c1cccc(C(F)(F)F)c1)N(C(=O)c1cc(C)oc1C)CC2 (stereo not given),-4,14,-3

# A different layout for some results above:
mol	mcGAS inh	NPYLR7 agonist	hcGAS inh
Cc1nc2c(OCCn3cccc3)cccn2c1N(C)C(=O)CCC1CCCC1	-1	3	-2
Cc1cn2c3c(=O)n(Cc4ccccc4)c(=O)n(C)c3nc2n1CCN1CCOCC1	/	23	-5
CC(C)C(=O)Nc1ccc([N+](=O)[O-])c(C(F)(F)F)c1	-6&0	-8&-12&-4&-6	0&1&-4&-3&4
CCOC(=O)C1(CCOc2ccccc2)CCN(S(=O)(=O)c2c(C)noc2C)CC1	-3	7&6	-9&-3
CN1CCN(CC(O)COCc2ccc3c(c2)OCO3)CC1 (stereo not given)	-4	0	-6
C=CCn1c(SCc2ccc(C(=O)Nc3ccc4c(c3)OCO4)cc2)nnc1-c1ccccc1Cl	-7	4	-13

# Following part.
SMILES,mcGAS inh,NPYLR7 agonist,hcGAS inh
CC(C)C(=O)NNC(=O)c1ccc(=O)n(Cc2ccc(Cl)cc2)c1,-10,-13,-10
CCC(=O)Nc1c(-c2cc(=O)oc3cc(C)cc(C)c23)oc2ccccc12,-6,1,-5
Clc1ccc2sc(SCc3cn4ccccc4n3)nc2c1,/,13,-11
COc1cc(/C=C2\SC(=Nc3ccccc3)NC2=O)ccc1OCc1ccccc1,-6,29,-8
COc1ccc(NC(=O)C2CSCN2C(=O)c2cccnc2)cc1 (stereo not given),/,6,0
CCC(CO)NC(=O)c1c(O)nc2scc(C)n2c1=O (stereo not given),4,-2,1
O=C(CC1=CCCCC1)N1CCC2(CC1)CC(O)CCO2 (stereo not given),-3,/,-9

# Part of the list above, reformatted:
# Second line of a record: mcGAS inh | NPYLR7 agonist | hcGAS inh
> CNC(=O)CN(Cc1ncc(Cl)n1C)c1ccccc1C
  -1 | 0&-3 | -1&5
> Fc1ccc(CNCc2ccsc2)cc1
  / | -10 | 0
